# Arr AP2 block – human beta-arrestin and AP2 interaction inhibition; AID 504490; 0.31% of 340,000 active; inhibition, % at 10 µM; FITC-arrestin peptide / GST-AP2 beads, flow cytometry; AP2 beta2 appendage carries R879A mutation;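 active means inhibition above a set limit, near 3 SD of compounds lacking own fluorescence, cut at about 54% in these data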;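 further: plate controls were DMSO wells for no effect and 5 µM unlabelled arrestin peptide for full effect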
#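 System: GST-tagged AP2 beta2-adaptin appendage (R879A) on 4 µm glutathione beads / Reagent: FITC-arrestin peptide, 50 nM / Detection: HyperCyt-sampled flow cytometry, FL1 channel, ex 488/em 535 nm / Timing: 12 min plus 1 h, RT / Buffer or medium: PBS plus Tween 20 (0.05%) and BSA (0.1%)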
# V-ATPase pHluor – alters yeast V-ATPase proton transport; S. cerevisiae, pHLuorin cytosolic pH fluorescence; 0.37% of 350,000 active; response, % at 10 µM; in the data active means response mostly above about 7.3%, no sharp cut-off; inactive means mostly below about 5.4%; further: actives read high; inactives centre near 0; some compounds called inactive have numbers as strong as hits; reference of the scale not given here
# OPRM1-OPRD1 inv – mu-delta opioid heterodimer inverse agonism | P35372+P41143 | cell-based MOR-DOR heterodimer luminescence | inhibition, % at 9.3 µM | 0.21% of 340,000 active; in the data active means inhibition above about 22%, passing the limit was not always enough;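 further: 0% = cells with DMSO and 100% = wells without cells with DMSO; values of inactives mirror those of a sister screen read the other way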
# Target sequence (P35372 whole entry, looked up): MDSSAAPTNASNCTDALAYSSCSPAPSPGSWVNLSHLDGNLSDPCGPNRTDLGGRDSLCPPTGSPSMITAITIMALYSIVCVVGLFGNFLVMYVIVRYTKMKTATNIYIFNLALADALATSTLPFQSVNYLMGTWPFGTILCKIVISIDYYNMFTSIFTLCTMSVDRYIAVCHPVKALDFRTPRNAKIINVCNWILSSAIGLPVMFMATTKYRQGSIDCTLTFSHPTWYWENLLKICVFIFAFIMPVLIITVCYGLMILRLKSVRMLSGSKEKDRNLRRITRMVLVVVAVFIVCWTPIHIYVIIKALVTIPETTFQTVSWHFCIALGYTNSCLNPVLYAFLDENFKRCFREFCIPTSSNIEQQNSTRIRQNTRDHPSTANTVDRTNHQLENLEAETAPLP
# Target sequence (P41143 whole entry, looked up): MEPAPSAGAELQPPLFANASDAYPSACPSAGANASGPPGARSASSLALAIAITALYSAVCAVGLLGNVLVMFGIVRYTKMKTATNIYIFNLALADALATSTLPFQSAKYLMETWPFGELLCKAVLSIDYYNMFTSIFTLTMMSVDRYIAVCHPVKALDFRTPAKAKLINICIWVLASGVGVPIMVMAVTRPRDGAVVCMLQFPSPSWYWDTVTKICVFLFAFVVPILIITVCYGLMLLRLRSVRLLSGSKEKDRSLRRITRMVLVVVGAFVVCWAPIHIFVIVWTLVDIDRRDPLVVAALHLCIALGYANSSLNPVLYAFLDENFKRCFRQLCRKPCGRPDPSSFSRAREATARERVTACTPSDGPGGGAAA
# RTF Ca sens act – increases calcium sensitivity of human cardiac regulated thin filaments. 0.24% of 340,000 active. IANBD-labeled TnC RTF fluorescence at EC20 calcium; 0% EC20 calcium, 100% full calcium. AID 493008. activation, % at 7.2 µM. P19429+P45379;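 active means activation above the mean over all tested compounds plus 3 SD, cut at about 30% in these data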;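 further: rise in fluorescence read as greater calcium sensitivity of cardiac thin filaments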
# Wnt bcat act – activates Wnt/beta-catenin signaling in a reporter cell assay; activator, plate reader; activation, % at 9.35 µM; 1.2% of 300,000 active; AID 743398; in the data active means activation above about 30%, passing the limit was not always enough; inconclusive means no clear call, values can overlap the other calls;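 further: 0% = neutral control wells and 100% = positive control wells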
# Cardiac RTF inh – cardiac RTF calcium desensitization. P19429+P45379. IANBD-labeled cardiac RTF, Ca2+ fluorescence. inhibition, % at 7.15 µM. 0.12% of 340,000 active. AID 493244;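 active means inhibition above the mean inhibition of all tested compounds plus 3 SD, cut at about 17% in these data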;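 further: assay run at fixed EC70 calcium of 1.6 mM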
# Keap1-Nrf2 PPI – inhibitors of human Keap1-Nrf2 protein-protein interaction; 0.15% of 340,000 active; Q14145; inhibition, % at 9.4 µM; Keap1 Kelch-Nrf2 peptide fluorescence polarization, 1536-well; in the data active means inhibition above about 12%; inconclusive means no clear call, values can overlap the other calls; inactive means below about 7.3%;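 further: human Keap1 Kelch domain with fluorescein labeled Nrf2 9mer peptide probe; 0% = neutral control wells and 100% = peptide positive control; higher means more block of Keap1 binding to Nrf2 peptide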
# LANA DNA inh – KSHV C-LANA DNA binding inhibition | MBP-C-LANA/FAM-LBS DNA binding, fluorescence polarization | inhibition, % at 9 µM | 0.078% of 340,000 active | AID 504423;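 active means highest replicate inhibition at or above 60% at 9 µM, even if other replicates fall short; inactive means all replicates below 60% inhibition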;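 further: 0% = neutral control wells and 100% = 4 µM acridine orange control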
# Pemphigus Ab inh – blocks pemphigus antibody binding to human desmoglein-3; DSG3-coupled beads, scFv-anti-DSG3-GFP binding, flow cytometry; hits give low values; 0.48% of 310,000 active; P32926; binding (percent of control), % at 10 µM;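 active means binding more than 3 SD below its plate's average and above zero; inconclusive means below that plate limit but binding exactly zero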;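 further: hits lower antibody fragment binding to DSG3; some compounds called inactive have numbers as strong as hits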
# OPRM1-OPRD1 ag – OPRM1-OPRD1 heterodimerization agonism; P35372+P41143; cells, luminescence; activation, % at 9.3 µM; 0.3% of 340,000 active; in the data active means activation above about 18%;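 further: 0% = vehicle-treated cells and 100% = reference agonist; values of inactives mirror those of a sister screen read the other way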
# An asterisk follows results filed as active; ? = inconclusive; . = not tested or not shown.
SMILES,Arr AP2 block,V-ATPase pHluor,OPRM1-OPRD1 inv,RTF Ca sens act,Wnt bcat act,Cardiac RTF inh,Keap1-Nrf2 PPI,LANA DNA inh,Pemphigus Ab inh,OPRM1-OPRD1 ag
CCCN(CCC)CCNC(=O)c1cc2c(=O)n(CC)c3ccccc3c2s1,-18.5,-3.5,2.5,-0.7,2.9,-6.5,0.8,-0.7,102.5,-0.5
COc1ccc(NC(=O)NC2(C(=O)N3CCCC3)CCCCC2)cc1,22.5,-0.7,11.8,1.2,-1.2,-6.4,0.3,-1.1,.,-1.9
Cn1c(N)c(C(=O)COC(=O)Cn2cc(C(F)(F)F)ccc2=O)c(=O)n(C)c1=O,-1.4,-1.1,11.9,1.5,-3.3,-7.9,-1.4,0.0,106.6,-2.1
CCc1ccc(N2CC(C(=O)Nc3ccc(S(=O)(=O)Nc4ncccn4)cc3)CC2=O)cc1 (stereo not drawn),8.7,0.3,-1.8,3.9,-2.7,5.4,-1.4,1.0,111.0,0.3
O=C(N/N=C/c1cccc([N+](=O)[O-])c1)c1cccs1,-14.9,5.7,-0.5,6.4,13.3,-6.9,-0.8,-1.9,96.8,0.1
COc1ccc(NC2CCCN(C(=O)CSc3ccncc3)C2)cc1 (stereo not drawn),9.3,-0.6,14.7,4.1,1.0,-2.2,1.5,0.3,121.0,-2.6
O=C(CSc1cc(Cl)ccc1Cl)NCCCn1ccnc1,-2.1,-0.8,19.0,1.3,-2.4,-5.0,0.9,-0.6,116.3,-3.6
CCCCSc1ncnc2[nH]ncc12,63.9*,11.1,-1.7,10.6,9.7,-13.1,-0.8,-4.3,108.5,0.3
CCC(Oc1ccccc1)C(=O)Nc1ccc(S(=O)(=O)Nc2cc(C)on2)cc1 (stereo not drawn),-18.8,2.6,-0.1,4.3,-2.9,-12.1,4.1,1.0,109.8,0.0
CCc1noc(C)c1C(=O)Nc1nc2ccc(F)cc2s1,-0.2,1.4,13.7,1.7,21.7,-6.7,1.8,-0.2,100.1,-2.1
CCOCCCNc1nc(=S)[nH]c2cc(OC)c(OC)cc12,7.1,1.9,-9.8,-1.9,.,3.3,-19.0,-0.4,115.3,2.0
CCCCn1c(N)c(N(CCOC)C(=O)c2cc(Cl)nc3ccccc23)c(=O)[nH]c1=O,0.1,-0.9,1.4,-0.2,2.2,-15.3,-4.7,1.8,110.2,-0.2
Cc1c(NC(=S)NC(=O)CSc2ccc(Cl)cc2)cccc1C(=O)O,-2.1,-2.9,11.6,-7.2,0.9,1.5,-3.7,-1.2,103.4,-2.2
COc1ccc(C(=O)Cc2cc3cccc(OC)c3oc2=O)cc1,29.6,-0.5,5.5,-7.2,3.2,-3.4,-0.9,-0.8,119.3,-1.2
CCCCCc1cc(=O)oc2c(C(CCN3CCN(c4ccccc4)CC3)c3ccc(N(C)C)cc3)c(OC)cc(OC)c12 (stereo not drawn),7.0,10.4,-8.7,5.1,-3.8,-8.8,3.4,-4.0,104.3,1.6
CCOC(=O)N1CCc2c(sc(NC(=O)CCS(=O)(=O)c3ccccc3)c2C(N)=O)C1,1.8,0.0,1.6,-2.1,-1.0,1.4,-7.8,-1.6,98.8,-0.3
O=C(CCSc1ccccc1)NNC(=O)c1ccccc1F,1.8,4.0,12.1,-0.2,3.2,-7.2,-5.6,0.4,93.5,-2.2
COc1ccc(OC)c(N(CC(=O)NCCSCc2ccco2)S(=O)(=O)c2ccc(OC)c(OC)c2)c1,26.5,-4.9,14.3,-7.8,0.1,-5.5,0.2,1.0,101.9,-2.8
COc1ccc(CC(=O)N2CCN(S(=O)(=O)c3cccs3)CC2)cc1OC,31.2,-2.1,17.2,0.2,0.2,-14.3,1.3,-0.4,99.0,-3.4
Cc1ccc(OCc2ccccc2Br)c([N+](=O)[O-])n1,-1.3,-2.2,9.3,-5.6,-2.3,-6.6,-2.1,0.0,.,-1.5
O=C(CCNC(=O)Cn1ccc2ccccc2c1=O)NCCC1=CCCCC1,29.7,1.6,12.0,-2.8,1.7,-12.6,0.9,0.1,98.2,-2.2
Cc1noc(C)c1COc1ccc(C(=O)NCCc2ccc(F)cc2)cc1,-15.9,-3.2,12.6,-5.9,10.0,-6.1,3.9,-0.8,101.3,-2.4
C=CCOc1c2ccc(C(=O)NC3CCCc4ccccc43)cc2nn1C (stereo not drawn),5.1,-0.1,18.9,1.8,0.1,-1.1,-0.8,0.0,100.5,-3.5
CCc1cccc(C)c1NC(=S)N(CCCN1CCOCC1)Cc1cccnc1,-9.4,-1.6,-7.2,3.1,-0.2,8.4,0.0,0.2,104.5,1.4

# Among those listed so far, these contain a nitro group on carbon.
SMILES,Arr AP2 block,V-ATPase pHluor,OPRM1-OPRD1 inv,RTF Ca sens act,Wnt bcat act,Cardiac RTF inh,Keap1-Nrf2 PPI,LANA DNA inh,Pemphigus Ab inh,OPRM1-OPRD1 ag
O=C(N/N=C/c1cccc([N+](=O)[O-])c1)c1cccs1,-14.9,5.7,-0.5,6.4,13.3,-6.9,-0.8,-1.9,96.8,0.1
Cc1ccc(OCc2ccccc2Br)c([N+](=O)[O-])n1,-1.3,-2.2,9.3,-5.6,-2.3,-6.6,-2.1,0.0,.,-1.5

# Structures listed so far shown as hits in Arr AP2 block.
mol	Arr AP2 block	V-ATPase pHluor	OPRM1-OPRD1 inv	RTF Ca sens act	Wnt bcat act	Keap1-Nrf2 PPI	LANA DNA inh	Pemphigus Ab inh	OPRM1-OPRD1 ag
CCCCSc1ncnc2[nH]ncc12	63.9*	11.1	-1.7	10.6	9.7	-0.8	-4.3	108.5	0.3

# Continued:
SMILES,Arr AP2 block,V-ATPase pHluor,OPRM1-OPRD1 inv,RTF Ca sens act,Wnt bcat act,Cardiac RTF inh,Keap1-Nrf2 PPI,LANA DNA inh,Pemphigus Ab inh,OPRM1-OPRD1 ag
COc1ccc(/C=C(\C#N)C(=O)NCCCn2ccnc2)cc1,-0.1,-1.6,12.8,-5.5,.,-0.1,-2.9,0.1,89.9,-2.6
CNC(=O)c1ccc(NC(=O)CN2c3cccc4cccc(c34)S2(=O)=O)cc1,1.0,-4.5,-6.1,-5.5,-3.1,-6.8,-4.0,3.0,101.6,1.2
Cc1ccc(N(CCC(=O)N2CCOCC2)S(=O)(=O)c2ccccc2)cc1,-4.3,-2.2,8.8,-2.2,1.3,-4.3,-6.2,-0.4,107.5,-2.2
O=C1c2ccccc2C(=O)N1c1ncccn1,-3.9,1.5,-8.9,7.8,.,-2.4,-1.6,1.5,104.7,1.6
Cc1ccccc1N(C(=O)c1snc(C(N)=O)c1N)C(C(=O)NCc1ccccc1)c1ccc(O)cc1 (stereo not drawn),-2.2,7.0,-15.1,-3.1,-2.5,-42.0,-0.6,-0.1,118.4,1.9
O=c1c2c(nc3c(-c4cccc(Br)c4)c[nH]n13)CCCC2,10.5,-4.7,11.3,0.1,.,-2.4,-3.3,-0.2,112.0,-2.4
CCC(C)n1c(SCC(=O)N(CC)c2c(N)n(Cc3ccccc3)c(=O)[nH]c2=O)nc2ccccc2c1=O (stereo not drawn),21.3,-2.7,11.1,-1.9,-4.9,-1.3,-0.4,0.6,.,-2.7
CCCCN(C)CCCNC(=O)c1cn(C)c2ccc(S(=O)(=O)N(C)C3CCCCC3)cc2c1=O,30.9,2.4,15.1,0.8,-0.5,-9.1,-2.2,-3.0,105.4,-3.0
CCc1ccc(/C=C2\SC(N3CCOCC3)=NC2=O)cc1,4.8,-0.6,16.0,-0.6,0.1,-15.9,-5.9,-0.3,96.6,-3.4
CCCCn1c(SCC(=O)N2c3ccccc3CCc3ccccc32)nc2c1c(=O)n(C)c(=O)n2C,23.6,2.3,17.4,2.2,.,3.5,-2.7,-1.1,99.8,-3.0
Nc1nc(Nc2ccccc2)nc(NCc2ccco2)c1[N+](=O)[O-],40.4,-8.3,-14.1,-21.8,.,3.6,3.8,-1.8,85.0,2.8
C=CCn1c(-c2cc3c(s2)CCC(CC)C3)n[nH]c1=S (stereo not drawn),11.7,-4.2,-25.8,-0.1,-0.8,1.4,1.7,-1.5,.,5.6
C/C=C/c1ccc(OCC(=O)OCC(=O)NC2CC2)c(OC)c1,-22.5,3.4,8.3,-2.5,-1.2,-4.3,4.8,2.4,89.6,-1.8
COc1ccc(CN(Cc2ccc(C(=O)O)cc2)C(=S)Nc2ccccc2C)cc1OC,6.0,3.4,10.2,-1.6,-0.6,-3.6,0.0,-0.9,96.8,-1.9
COCCCNC(=O)CC1C[C@H](C(=O)N(C(C)C)C(C)C)[C@@]2(C)c3[nH]c4ccc(OC)cc4c3CCN2C1=O (stereo partly drawn),-0.5,-1.7,14.4,0.5,-0.5,-4.1,4.7,-0.1,102.2,-2.9
N=c1n(Cc2ccccc2)c2ccccc2n1CC(O)c1ccco1 (stereo not drawn),13.9,1.2,0.6,39.8*,.,-56.9,-0.4,22.0,170.9,-0.1
O=S(=O)(O)c1ccc(O)c2cc(Nc3ccccc3)ccc12,2.2,3.4,-10.0,-48.5,-5.4,104.7*,25.1*,120.4*,37.9*,1.9
CCOc1ccc(NC(=O)CSc2nnc(C34CC5CC(CC(C5)C3)C4)n2C)cc1,15.1,-2.9,-6.3,-5.1,-7.8,-8.9,-1.5,0.6,87.4,1.2
CC(=O)c1cccc(NC(=O)c2sc3nc4n(c(=O)c3c2C)CCCCC4)c1,24.9,3.1,-3.5,1.7,0.5,-9.1,1.8,-0.4,100.1,0.7
CC(=O)Nc1ccc(S(=O)(=O)NCC2CCC(C(=O)NC(C)c3ccccc3)CC2)cc1 (stereo not drawn),-14.0,-1.7,3.8,-1.0,?,-5.9,0.6,-0.2,96.3,-0.7
O=C(c1cccc([N+](=O)[O-])c1)c1ccccn1,-0.1,-5.7,10.9,-1.1,1.1,-13.7,0.2,-0.4,104.8,-2.1
CCOC(=O)N1CCN(C(=O)c2ccc3nc4ccsc4c(=O)n3c2)CC1,-1.1,1.0,16.8,-6.8,10.4,0.3,-0.6,0.2,108.3,-3.4
Cc1cc(NC(=O)CSc2nc3cc4c(cc3c(=O)n2CCc2ccccc2)OCO4)no1,12.1,3.4,14.1,-0.9,2.7,0.4,-3.3,0.3,93.6,-2.7
CC(C)(C)NC(=O)CN(CC1CCCO1)C(=O)CNS(=O)(=O)c1ccc(F)cc1 (stereo not drawn),24.3,0.0,-11.2,-6.6,0.8,7.3,1.7,1.0,97.8,1.4
Cc1ccc(N2C(=O)NC(NS(=O)(=O)c3ccccc3)(C(F)(F)F)C2=O)cc1 (stereo not drawn),23.1,-0.3,-2.2,1.9,-1.0,8.1,1.5,-1.2,.,0.3
Cc1oc(-c2ccccc2Cl)nc1CN1CCCCC1c1cccnc1 (stereo not drawn),4.7,-1.9,9.2,2.2,-0.8,-4.9,-2.3,1.7,117.8,-1.8
CCOC(=O)CN1C(=O)C(C)(C)Oc2ccc(C(=O)Nc3ccccc3)cc21,1.7,1.4,12.8,3.3,.,1.6,-1.9,-3.0,101.3,-2.6
O=C(COC(=O)c1cnccn1)c1ccc(-c2ccccc2)cc1,-6.3,1.4,23.1,-2.3,0.4,-8.4,-1.6,0.4,102.5,-3.5
CC(C)=Cc1oc2ccc([N+](=O)[O-])cc2c1N1CC(C)OC(C)C1 (stereo not drawn),9.9,-1.7,10.0,2.5,-1.6,-10.1,-4.9,-0.8,95.8,-2.2
